Jurkat NFkB inh: inhibitors of induced NF-kB luciferase reporter, primary screen, TCR NF-kB activation inhibitor project, cell-based, luminescence, uHTS. Jurkat, PMA/ionomycin-induced NF-kB luciferase reporter. inhibition, % at 4 µM. 330,000 compounds, 0.53% hits. AID 435003, 2010
UBC13 inh: UBC13 polyubiquitin chain formation inhibitors, primary screen, biochemical, TR-FRET, uHTS; Ubiquitin-conjugating enzyme E2 N (Homo sapiens), P61088; inhibition, % at 20 µM; 330,000 compounds, 0.47% hits; AID 485273, 2010; in the data active = inhibition above about 45%, passing the limit was not always enough; inconclusive = no clear call, values can overlap the other calls
Target sequence (P61088 whole entry, looked up): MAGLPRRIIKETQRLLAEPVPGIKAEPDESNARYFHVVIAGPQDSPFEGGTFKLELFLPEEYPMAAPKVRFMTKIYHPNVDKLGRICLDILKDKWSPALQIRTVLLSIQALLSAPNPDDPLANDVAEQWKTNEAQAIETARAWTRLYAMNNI
HKDC1 inhibitor: HKDC1 hexokinase inhibitors, primary screen, biochemical, fluorescence, uHTS | recombinant HKDC1, G6PDH/diaphorase resazurin coupled fluorescence | inhibition, % at 20 µM | 340,000 compounds, 0.16% hits | AID 493160, 2011;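 active = inhibition above about 35% when tested at 20 µM, limit read from the data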;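 note: plate controls were DMSO wells with enzyme for no effect and DMSO wells lacking enzyme for full effect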
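Test system: HK5 enzyme. Quantity: 5 µg/mL HK5 final. Reagent: glucose and ATP substrates. Schedule: 90 min reaction incubation at room temperature, dark. Technique: resazurin-to-resorufin fluorescence via G6PDH and diaphorase coupling, 525/613 nm. Control set: DMSO wells with and without enzyme mix.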
SENP8 block: SENP8 protease inhibitors, primary screen, biochemical, luminescence | inhibition, % at 10 µM | purified SENP8, Z-RLRGG-aminoluciferin cleavage | 330,000 compounds, 1.2% hits | Sentrin-specific protease 8 (Homo sapiens), Q96LD8 | AID 2540, 2010
Target sequence (Q96LD8 whole entry, looked up): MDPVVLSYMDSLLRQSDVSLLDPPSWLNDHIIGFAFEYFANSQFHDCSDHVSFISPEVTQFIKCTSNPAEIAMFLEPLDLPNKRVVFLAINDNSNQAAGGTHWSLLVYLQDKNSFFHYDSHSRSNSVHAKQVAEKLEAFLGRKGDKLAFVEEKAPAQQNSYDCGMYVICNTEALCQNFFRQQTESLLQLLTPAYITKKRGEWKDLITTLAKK
Gli-Sufu antag: Gli-Sufu pathway antagonists, primary screen, luciferase luminescence, Sufu-KO-LIGHT cells, uHTS; Sufu-KO-LIGHT fibroblasts, Gli luciferase reporter luminescence; inhibition, % at 5 µM; 340,000 compounds, 0.74% hits; AID 588413, 2011;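 active = inhibition above about 55%, limit read from the data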;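 note: 0% = DMSO-treated cells and 100% = wells with medium but no cells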
Apaf-1 inh: inhibitors of human Apaf-1 apoptosome, primary screen, biochemical, DEVD-Rh110 fluorescence, uHTS; Apoptotic protease-activating factor 1 (Homo sapiens), O14727; reconstituted apoptosome caspase-3 activity; inhibition, % at 20 µM; 330,000 compounds, 0.71% hits; AID 489030, 2010; active = inhibition of at least 40% at 20 µM;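 note: plate controls were DMSO wells for no effect and DEVD-CHO caspase inhibitor wells for full effect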
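Material: biochemical Apaf-1 apoptosome reconstitution. Medium: Hepes buffer, pH 7.5. Also added: cytochrome c activation, bis-DEVD rhodamine 110 substrate. Timing: 30 min compound preincubation, 50 min activation, room temperature. Measured by: rhodamine 110 fluorescence at Ex 480/Em 540 nm.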
SENP7 inh: SENP7 protease inhibitors, primary screen, biochemical, luminescence, uHTS | AID 434973, 2010 | recombinant SENP7, Z-RLRGG-aminoluciferin luminescence, 40 min | 330,000 compounds, 1.5% hits | Sentrin-specific protease 7 (Homo sapiens), Q9BQF6 | inhibition, % at 5 µM;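 active = inhibition above about 50% at the single test dose, limit read from the data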;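 note: plate controls were DMSO with enzyme for no effect and no enzyme buffer wells for full effect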
Target sequence (Q9BQF6 706-1050 limits assumed): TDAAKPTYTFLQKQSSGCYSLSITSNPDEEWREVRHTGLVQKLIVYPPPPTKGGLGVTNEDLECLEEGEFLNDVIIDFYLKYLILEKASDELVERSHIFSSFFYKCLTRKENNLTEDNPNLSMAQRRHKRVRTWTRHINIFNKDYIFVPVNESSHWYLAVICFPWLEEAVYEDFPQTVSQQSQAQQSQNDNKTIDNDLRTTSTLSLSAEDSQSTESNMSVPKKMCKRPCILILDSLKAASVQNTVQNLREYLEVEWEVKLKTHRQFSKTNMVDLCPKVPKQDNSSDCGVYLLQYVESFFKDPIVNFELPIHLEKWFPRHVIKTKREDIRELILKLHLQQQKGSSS
697 NFkB inh: inhibitors of PMA/ionomycin-induced NF-kB reporter, 697 cells, primary screen, B-cell NF-kB inhibitor project, cell-based, luminescence, uHTS; inhibition, % at 4 µM; 330,000 compounds, 0.33% hits; AID 435022, 2010; 697 B-cell NF-kB luciferase reporter, 16 h; in the data active = inhibition above about 35%
* = called active by the depositor; u = inconclusive; & = joins results of further samples. Cut-off read from the data, not from the text of the source, unless noted: active = inhibition above about 50%; inactive = the rest.

SMILES	Jurkat NFkB inh	UBC13 inh	HKDC1 inhibitor	SENP8 block	Gli-Sufu antag	Apaf-1 inh	SENP7 inh	697 NFkB inh
CCOc1cccc(CNCCSc2nnnn2C)c1	-11	-9	-1	-10	32	-2	-8	7
O=C(Nc1c(Cl)cc(Cl)cc1C(=O)NCc1cccnc1)c1ccc(Cl)cc1Cl	-6	4	-4	7	3	-6	-2	5
CCOc1ccc(Oc2ccc(NC(=O)[C@@H](NC(N)=O)[C@@H](C)CC)cc2)cc1	17	9	-5	-1	-3	-29	7	-12
CC1CCCCN1C(=O)N[C@@H](Cc1ccccc1)C(=O)O (stereo not given in full)	-16	-2	9	-3	1	1	-1	-6
COc1ccc(N(Cc2cc3ccc(C)cc3[nH]c2=O)S(=O)(=O)c2ccccc2)cc1	31	6	2	-2	-5	11	-2	-7
COc1cccc(-c2nc(C(N)=O)c3[nH]c(=O)n(-c4cccc(Cl)c4)c3n2)c1OC	-5	50*	-4	-2	8	29	5	-8
CCOC(=O)CNC(=O)N1CCCC(C(=O)c2ccccc2SC)C1 (stereo not given)	-6	-13	-5	-9	14	6	-8	-5
Cc1c(-c2ccc(Br)cc2)[n+](=O)c2c(n1[O-])CCCCC2	-4	2	-1	8	2	-3	1	-3
COc1cc(OC)cc(-c2c(-c3cccs3)c3cc(-c4ccc(OC)c(OC)c4)ccc3n2C)c1	-8	40	-5	-5	-4	-7	2	-6
COc1ccc(C(=O)OCCN=C2NS(=O)(=O)c3ccccc32)cc1OC	-5	-4	14	-1	8	-11	11	0
COc1ccc(N2C(=O)c3ccccc3NC2c2ccc(OC)c(COc3ccccn3)c2)cc1 (stereo not given)	-37	2	12	7	-38	-11	5	-58
Cc1ccc2nsnc2c1S(=O)(=O)N1CCOCC1	7	5	10	-7	6	-11	-3	16
Cc1ccc(-c2csc3nc(SCC(=O)N(C)C)n(Cc4ccccc4)c(=O)c23)cc1	6	1	-3	-1	22	16	2	28
COc1ccc(/C(C)=N/NC(=S)NCCc2ccccc2)cc1	-1	-8	-5	-7	0	20	-15	-70
Cc1ccc(S(=O)(=O)NC(=O)c2ccc(-c3ccc(C)c4ccccc34)o2)cc1	-3	-23	12	-7	23	4	-16	3

Looked up above.
UBC13 inh, `COc1cc(OC)cc(-c2c(-c3cccs3)c3cc(-c4ccc(OC)c(OC)c4)ccc3n2C)c1` is entered as 40
SENP8 block, `COc1ccc(C(=O)OCCN=C2NS(=O)(=O)c3ccccc32)cc1OC` is entered as -1

(next part)
SMILES	Jurkat NFkB inh	UBC13 inh	HKDC1 inhibitor	SENP8 block	Gli-Sufu antag	Apaf-1 inh	SENP7 inh	697 NFkB inh
COc1ccc(CCNC(=O)c2cc3sc(Cl)cc3n2C)cc1OC	-7	9	-2	-8	0	22	-12	-9
CCOC(=O)c1[nH]c(C)c(C(=O)Nc2ccc3c(c2)OCCO3)c1C	-4	12	0	0	-3	-18	5	6
CC(=O)Nc1ccc(-n2c(C)c(C(C)=O)c(C(C)=O)c2C)cc1	-13	1	-3	-4	7	-23	-10	2
CC(=O)c1ccc(NC(=O)C2CCCNC2=O)cc1 (stereo not given)	-4	-4	2	-2	-21	-4	0	6
CCC(C)NC(=O)Cn1c(=O)n(CCCCC(=O)NCc2ccco2)c(=O)c2ccccc21 (stereo not given)	6	0	-7	-4	3	-4	1	13
COc1ccc(NC(=O)c2nc(C)c(C3(C)CC(c4cccnc4)=NO3)s2)cc1 (stereo not given)	47	-9	-2	7	43	12	5	-68
COc1ccc(Cn2cccc(NC(=O)Nc3cccc(OC)c3)c2=O)cc1	15	8	5	-3	-6	-14	7	23
Cn1c(NC(=O)CCC2CCCCC2)cc(=O)n(C)c1=O	-105	14	-4	3	-82	6	1	-127
Cc1ccc(CC(=O)Nc2nnc(-c3ccc(F)cc3)o2)c(C)c1	-4	-4	-6	2	-9	-1	13	-4
CSCC(=O)N1CCC(n2nccc2NC(=O)c2ccc3c(c2)OCO3)CC1	-36	4	1	11	6	-4	-7	-30
CN(c1ccccc1)S(=O)(=O)c1cccc(C(=O)NCC(=O)Nc2ccc(F)c(F)c2F)c1	7	9	-3	-3	-1	9	5	11
O=CN1CCN(C(=O)c2ccccc2F)CC1	15	3	-7	-3	8	-17	1	16
CC1CCN(C(=O)c2ccccc2NS(=O)(=O)c2ccccc2)CC1	2	2	-2	8	14	11	6	-12
CCOC(=O)Nc1ccc(S(=O)(=O)N2CCC(C)CC2)cc1	13	-6	-5	-3	10	10	-9	-25
CSc1ccc(/C=N/NC(=O)CN2CCN(Cc3ccc(Cl)cc3)CC2)cc1	-8	27	-12	0	8	13	7	-18

Brought forward from above: 5 entries, followed by the next part.
SMILES	Jurkat NFkB inh	UBC13 inh	HKDC1 inhibitor	SENP8 block	Gli-Sufu antag	Apaf-1 inh	SENP7 inh	697 NFkB inh
CN(c1ccccc1)S(=O)(=O)c1cccc(C(=O)NCC(=O)Nc2ccc(F)c(F)c2F)c1	7	9	-3	-3	-1	9	5	11
O=CN1CCN(C(=O)c2ccccc2F)CC1	15	3	-7	-3	8	-17	1	16
CC1CCN(C(=O)c2ccccc2NS(=O)(=O)c2ccccc2)CC1	2	2	-2	8	14	11	6	-12
CCOC(=O)Nc1ccc(S(=O)(=O)N2CCC(C)CC2)cc1	13	-6	-5	-3	10	10	-9	-25
CSc1ccc(/C=N/NC(=O)CN2CCN(Cc3ccc(Cl)cc3)CC2)cc1	-8	27	-12	0	8	13	7	-18
N/C(=N\OC(=O)COc1ccc2ccccc2c1)c1cccnc1	-25	-5	-6	-22	-13	18	-13	-35
O=C(Nc1ccccc1Cl)NC1(C(=O)NCc2cccnc2)CCCCC1	0	0	-4	-1	-11	-1	-2	9
COCCCNC(=S)N1CCCN(c2nc3c(C)c(C)ccc3cc2C#N)CC1	-15	2	-5	-9	8	23	-7	-19
O=C(CCCc1ccccc1)Nc1ccnn1C1CCN(Cc2ccccc2F)CC1	4	10	-2	0	10	2	2	15
O=C(CCSc1nnc(-c2ccncc2)o1)Nc1cccc2ccccc12	18	-3	10	6	-3	6	7	4
Cc1cccc(NC(=O)CSc2nnc(-c3ccco3)c(-c3ccco3)n2)c1C	-3	-8	17	8	7	24	4	-5
COc1cccc(NC(=O)c2cnc[nH]2)c1	-2	0	-10	-4	-13	-3	-3	-23
CC1(C)CC2CC(C)(CN2C(=O)COC(=O)c2ccc(Cl)c(N)c2)C1 (stereo not given)	4	10	-4	0	-2	6	5	1
Cc1cc(N2CCN(c3ccccc3)CC2)nc(-c2ccccc2O)n1	-6	u	2	1	6	11	4	7
Cc1ccccc1C(=O)c1c[nH]c(C(=O)N2CCN(c3ccccc3F)CC2)c1	14	7	-4	-2	-2	1	5	14
CSc1nsc(/C=C/Nc2ccc(C(=O)O)cc2)c1C#N	-14	27	20	18	0	-1	3	-1
COCCCNc1oc(-c2ccccc2F)nc1C#N	-14	3	-3	6	-11	-6	-2	7
COc1ccc(-n2nc3c(=O)[nH][nH]c3cc2=O)cc1	-24	-86	0	-5	-5	-7	-6	-1
Cc1nn(-c2ccccc2)c2[nH]c(=O)c(CNc3ccc4c(c3)OCCO4)cc12	1	0	12	-3	0	5	-6	-125
Cc1cc(C=O)c(C)n1-c1ccc(Cl)c(C(=O)O)c1	-9	0	4	-1	-1	1	-8	1

An excerpt from above in order of the HKDC1 inhibitor value, descending:
SMILES	Jurkat NFkB inh	UBC13 inh	HKDC1 inhibitor	SENP7 inh	697 NFkB inh
COc1ccc(C(=O)OCCN=C2NS(=O)(=O)c3ccccc32)cc1OC	-5	-4	14	11	0
COc1ccc(CCNC(=O)c2cc3sc(Cl)cc3n2C)cc1OC	-7	9	-2	-12	-9
O=CN1CCN(C(=O)c2ccccc2F)CC1	15	3	-7	1	16

Other structures follow:
SMILES	Jurkat NFkB inh	UBC13 inh	HKDC1 inhibitor	SENP8 block	Gli-Sufu antag	Apaf-1 inh	SENP7 inh	697 NFkB inh
Cc1[nH]nc(N=CC2=C(O)CC(C)(C)CC2=O)c1-c1ccc(Cl)cc1	-10	7	-5&-1	0	-23&-11	17	-6	-2
CCOc1ccc(NC(=S)N(CCOC)C2CCN(C(C)C)CC2)cc1	-19	4	-2	-1	-2	8	-3	0
O=C1NC(c2ccccc2)=C(c2nc3ccccc3s2)C(c2ccccc2)N1 (stereo not given)	-6	8	-3	4	2	6	9	-18
CCc1ccc(N=C2NC(=O)/C(=C/c3cc(OC)c(O)c(OC)c3)S2)cc1	-7	-15	13	-3	3	-1	-2	-14
C=C(C)CSc1nnc2[nH]c(=O)cc(N)n12	-2	-3	-9	-1	7	-4	-6	9
COc1ccccc1-c1cc(=O)c2c(O)ccc([N+](=O)[O-])c2o1	0	-16	-4	-7	0	-4	7	-21
COc1ccc(N2CC(C(=O)NCc3ccccc3)CC2=O)cc1 (stereo not given)	-6	10	-9	3	7	-14	2	11
Cc1cc(C)c(C)c(S(=O)(=O)N2CCN(C(=O)C3CCC3)CC2)c1C	22	0	-6	2	0	3	-6	13
CSc1ccc(S(=O)(=O)NC2CCCCC2)cc1	-4	5	-2	-7	-9	-3	-10	7
COc1ccc(CCNC(=O)COC(=O)c2ncc(Cl)c(Cl)c2Cl)cc1OC	-1	-3	-3	0	10	7	-1	-2
CCCc1cc(NCc2ccccn2)n2nc(C)c(-c3ccccc3)c2n1	-18	18	-2	-11	-1	22	-4	-7
CCOCc1nnc(NC(=O)COc2ccc3c(c2)OCO3)s1	5	1	-4	2	-20	2	5	9
O=C(Nc1cccc(F)c1)c1cccnc1N1CCOCC1	1	7	2	-9	-12	-7	0	2
Cc1ccc(-c2[nH]ncc2CN2CCN(C(=O)c3cccs3)CC2)cc1C	-7	-6	-5	-14	14	20	-5	-8
CC1CC(C)CN(C(=O)CSCC(=O)Nc2nc(-c3cccs3)cs2)C1 (stereo not given)	-1	4	5	-4	6	8	2	-7
COCc1cc(C)nc(SCC(=O)Nc2cccc(C)c2C)c1C#N	3	-1	10	-7	7	-12	-22	-20

Reprinted at random: 5 entries already listed
SMILES	Jurkat NFkB inh	UBC13 inh	HKDC1 inhibitor	SENP8 block	Gli-Sufu antag	Apaf-1 inh	SENP7 inh	697 NFkB inh
COc1ccc(N2CC(C(=O)NCc3ccccc3)CC2=O)cc1 (stereo not given)	-6	10	-9	3	7	-14	2	11
COc1cccc(NC(=O)c2cnc[nH]2)c1	-2	0	-10	-4	-13	-3	-3	-23
Cc1nn(-c2ccccc2)c2[nH]c(=O)c(CNc3ccc4c(c3)OCCO4)cc12	1	0	12	-3	0	5	-6	-125
CSc1nsc(/C=C/Nc2ccc(C(=O)O)cc2)c1C#N	-14	27	20	18	0	-1	3	-1
COc1ccc(-n2nc3c(=O)[nH][nH]c3cc2=O)cc1	-24	-86	0	-5	-5	-7	-6	-1
